Source: PubChem
TAAR1 agonist: human TAAR1 agonists, primary screen, Fluo-8 calcium fluorescence, CHO RD-HGA16 cells; vehicle wells 0%, saturating PEA agonist 100%; activation, % at 3 µM; hit rate 0.99% among 360,000; AID 624467, 2012;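 active = activation above the mean activation of all test compounds in the run plus 3 SD, cut at about 38% in these data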
Target sequence (Q96RJ0 whole entry, looked up): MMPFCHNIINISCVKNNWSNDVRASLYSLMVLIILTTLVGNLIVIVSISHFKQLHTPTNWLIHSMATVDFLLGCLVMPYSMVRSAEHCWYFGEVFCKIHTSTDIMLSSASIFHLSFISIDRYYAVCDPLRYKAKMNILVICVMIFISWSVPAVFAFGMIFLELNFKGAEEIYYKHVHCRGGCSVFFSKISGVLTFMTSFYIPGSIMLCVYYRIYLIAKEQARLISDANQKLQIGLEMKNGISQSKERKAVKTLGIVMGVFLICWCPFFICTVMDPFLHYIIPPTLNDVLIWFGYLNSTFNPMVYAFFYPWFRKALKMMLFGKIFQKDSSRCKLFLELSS
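System: CHO-derived RD-HGA16 cells with stable Gα16 and human TAAR1 / Times: 17-24 h plating, Fluo-8 75 min 37 °C, 30 min RT / Technique: calcium-sensitive Fluo-8 signal, excitation 470-495, emission 515-575 nm / Measure: % activation relative to PEA EC100 response / Benchmarks: DMSO and PEA EC100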
M4 ag: human M4 muscarinic receptor agonists, primary screen, CHO-K1 cells, Fluo-8 calcium fluorescence. Muscarinic acetylcholine receptor M4 (Homo sapiens), P08173. hit rate 0.14% among 360,000. AID 624127, 2012. activation, % at 3 µM. CHO-K1 hM4/Gqi5; vehicle 0%, full acetylcholine response 100%;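 active = activation above the run mean over all test wells plus 3 SD, cut at about 32% in these data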;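 also: peak over basal fluorescence ratio per well then scaled between controls; 0% = DMSO wells and 100% = acetylcholine at EC100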
Target sequence (P08173 whole entry, looked up): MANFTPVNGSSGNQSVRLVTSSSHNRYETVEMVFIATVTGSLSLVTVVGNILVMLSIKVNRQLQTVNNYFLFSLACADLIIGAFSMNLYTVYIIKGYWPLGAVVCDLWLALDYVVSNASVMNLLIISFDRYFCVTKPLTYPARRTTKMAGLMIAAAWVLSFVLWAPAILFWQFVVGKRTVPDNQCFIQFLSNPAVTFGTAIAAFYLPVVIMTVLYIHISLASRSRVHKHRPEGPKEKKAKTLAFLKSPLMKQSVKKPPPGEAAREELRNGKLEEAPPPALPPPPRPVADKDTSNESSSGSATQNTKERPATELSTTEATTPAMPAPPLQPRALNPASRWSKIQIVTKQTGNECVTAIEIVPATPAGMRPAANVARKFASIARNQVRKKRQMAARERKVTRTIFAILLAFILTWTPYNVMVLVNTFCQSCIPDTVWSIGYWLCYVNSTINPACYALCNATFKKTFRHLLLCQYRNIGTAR
M1 ag: human M1 muscarinic receptor agonists, primary screen, Fluo-8 calcium fluorescence, CHO-K1 cells, HTS | Muscarinic acetylcholine receptor M1 (Homo sapiens), P11229 | CHO-K1 hM1, agonist mode; 0% DMSO, 100% acetylcholine EC100 | activation, % at 3 µM | hit rate 0.33% among 360,000;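 active = activation above the run's mean compound activation plus 3 SD, cut at about 16% in these data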;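 also: peak over basal fluorescence ratio within a 140 s kinetic read after compound addition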
CHRM1 antagonist: human M1 muscarinic receptor antagonists, primary screen, CHO-K1 cells, Fluo-8 calcium fluorescence, 1536-well; CHO-K1 hM1, ACh EC80 antagonist; inhibition, % at 3 µM; hit rate 1.3% among 360,000; AID 588852, 2011;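 active = percent inhibition above its own plate's cutoff, namely the mean of that plate's compound wells plus 3 SD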;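 also: peak over basal fluorescence ratio during 140 s after agonist addition; 0% = ACh EC80 plus DMSO and 100% = DMSO alone without agonist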
CHRM5 antagonist: human M5 muscarinic receptor antagonists, primary screen, CHO cells, Fluo-8 calcium fluorescence; Muscarinic acetylcholine receptor M5 (Homo sapiens), P08912; CHO-hM5 cells, ACh EC80; inhibition, % at 3 µM; hit rate 0.59% among 360,000; AID 624040, 2012;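 active = inhibition above a per-plate cutoff, the mean of that plate's test compounds plus 3 SD, cut at about 27% in these data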;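 also: 0% = acetylcholine EC80 with DMSO and 100% = DMSO without agonist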
M5 PAM: human M5 muscarinic receptor positive allosteric modulators, primary screen, CHO-K1 cells, Fluo-8 calcium fluorescence. Muscarinic acetylcholine receptor M5 (Homo sapiens), P08912. CHO-K1 hM5, ACh EC20 PAM; 0% = ACh EC20, 100% = ACh EC100. activation, % at 3 µM. hit rate 0.3% among 360,000. AID 624038, 2012;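 active = activation above the run cutoff, the mean activation of all test compounds plus 3 SD, cut at about 18% in these data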
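Assay system: CHO-K1 hM5 cells / Incubation: Fluo-8 loading 80 min at 37 °C plus 30 min room temperature / Technique: Fluo-8 calcium dye fluorescence, kinetic read / Repeats: single replicate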
CHRM4 antagonist: human M4 muscarinic receptor antagonists, primary screen, CHO cells, Fluo-8 calcium fluorescence | hit rate 0.73% among 360,000 | Muscarinic acetylcholine receptor M4 (Homo sapiens), P08173 | inhibition, % at 3 µM | CHO-hM4 cells, ACh EC80 | AID 624125, 2012;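 active = inhibition above its plate's cutoff, the mean inhibition of sample wells plus 3 SD, cut at about 27% in these data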;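 also: 0% = acetylcholine EC80 with DMSO and 100% = DMSO without agonist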
CHRM1 PAM: human M1 muscarinic receptor positive allosteric modulators, primary screen, CHO-K1 cells, Fluo-8 calcium fluorescence, 1536-well | Muscarinic acetylcholine receptor M1 (Homo sapiens), P11229 | CHO-K1 hM1, ACh EC20; 0% = ACh EC20, 100% = maximal ACh | activation, % at 3 µM | hit rate 0.088% among 360,000 | AID 588819, 2011; in the data active = activation above about 19%, passing the limit was not always enough
CHRM5 agonist: human M5 muscarinic receptor agonists, primary screen, CHO-K1 cells, Fluo-8 calcium fluorescence; CHO-K1 hM5 cells; 0% DMSO wells, 100% maximal acetylcholine response; activation, % at 3 µM; hit rate 0.19% among 360,000;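 active = activation above the run's mean over test compounds plus 3 SD, cut at about 23% in these data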;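 also: signal is peak over basal fluorescence ratio across the kinetic read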
Active calls of the source: *; nt = no result given. The list is partial; rates above refer to the full screens.

1	COc1ccc([N+](=O)[O-])cc1Nc1c2ccccc2nc2ccccc12
2	CCc1ccc(-c2cc(C)no2)cc1S(=O)(=O)N1CCN(c2ccc(C(C)=O)cc2)CC1
3	CC(=N[C@@H]1CCCC[C@H]1N=C(C)c1ccccc1O)c1ccccc1O
4	NC(=O)c1ccc(Nc2nc(C(N)c3ccccc3Cl)cs2)cc1 (centres undefined)
5	O=C1OC[C@H]2CCCN2C(=O)[C@@H](CC(=O)N(CCO)Cc2ccccc2)C/C=C\C[C@@H]1Cc1ccc(F)cc1
6	Cc1ccc(C2=NS(=O)(=O)N(C)C(C(=O)NCc3ccccc3)=C2)cc1
7	Cc1cc(NC(=O)c2cc3ccccc3o2)ccc1NC(=O)c1ccccc1
8	Cc1cnc(NC(=O)CSc2nnc(C)s2)s1
compound no.	1	2	3	4	5	6	7	8
TAAR1 agonist	-2	-1	0	3	21	4	9	3
M4 ag	3	8	1	1	25	8	10	0
M1 ag	-6	-1	-6	-5	-5	-5	-4	-6
CHRM1 antagonist	-5	5	-2	-5	10	-4	-12	-15
CHRM5 antagonist	1	19	-3	5	3	-3	6	0
M5 PAM	-8	-6	4	4	-21	-7	-5	2
CHRM4 antagonist	-3	8	1	-7	4	-1	-8	-6
CHRM1 PAM	-1	-1	-3	6	-11	2	11	15
CHRM5 agonist	-6	-5	-1	1	3	3	-3	0

9	Cc1cc(C)n2nc(SCC(=O)c3c(N)n(CC(C)C)c(=O)n(C)c3=O)nc2n1
10	Fc1ccc(CSc2ccc3nnc(-c4cccnc4)n3n2)cc1
11	Cc1cc(N2C(=O)C=CC2=O)c([N+](=O)[O-])cc1C
12	O=C(CN1C(=O)NC2(CCc3ccccc32)C1=O)Nc1ccc(Cl)cc1F (centres undefined)
13	O=C(CC1CC1)Nc1ccc2c(c1)[C@H]1C[C@H](CC(=O)N3CCc4ccccc4C3)O[C@@H](CO)[C@H]1O2
14	C=CCc1cccc(/C=N/c2ncn[nH]2)c1O
15	CC(=O)C(CC(=O)N1CCCC1)C(=O)Nc1ccc(Cl)cc1 (centres undefined)
16	Cc1ccc(OC(=O)CCC(=O)Nc2ccc(C(N)=O)cc2)cc1
compound no.	9	10	11	12	13	14	15	16
TAAR1 agonist	3	8	nt	4	12	2	7	6
M4 ag	2	6	3	2	1	1	1	1
M1 ag	-5	-4	-2	1	-7	0	-2	-2
CHRM1 antagonist	-6	-7	-1	-15	2	-1	-7	-18
CHRM5 antagonist	-8	4	4	2	-2	-2	3	7
M5 PAM	8	-4	1	-1	1	1	0	2
CHRM4 antagonist	-13	-3	14	-2	3	-9	-7	4
CHRM1 PAM	3	0	6	12	5	6	7	15
CHRM5 agonist	1	2	2	1	-1	1	-1	-3

17	O=C(/C=C/c1cccc(O)c1)c1cccnc1
18	Cc1ccccc1C(=O)Nc1ccc2c(c1)C(=O)NC2=O
19	O=C(c1ccc([N+](=O)[O-])c(CS(=O)(=O)c2ccc(Cl)cc2)c1)N1CCCCC1
20	CCOC(=O)c1c(SC)[nH]c2c(Cl)cccc2c1=O
21	Cc1ccc(SCc2cc(=O)[nH]c(/N=C(\N)Nc3cccc4ccccc34)n2)cc1
22	Clc1cccc(CNc2ccn3nc(-c4ccccc4)cc3n2)c1
23	CCOC(=O)C1ON2CCCCC2C1(O)C(F)(F)F (centres undefined)
24	CCOc1ccc(NC(=O)Nc2ccc3c(c2)N(C)C(=O)CS3)cc1
compound no.	17	18	19	20	21	22	23	24
TAAR1 agonist	7	0	2	4	0	5	4	13
M4 ag	3	2	4	1	0	5	0	27
M1 ag	-2	-3	-10	-2	-5	3	-5	5
CHRM1 antagonist	-2	-5	-13	-19	-15	-24	6	19
CHRM5 antagonist	8	-1	-2	5	-1	-6	-8	16
M5 PAM	-1	-7	-9	5	0	11	0	-23
CHRM4 antagonist	11	-5	0	-7	-1	-4	-10	9
CHRM1 PAM	0	0	9	19	16	17	3	-19
CHRM5 agonist	3	-1	-1	-4	0	1	-2	8

25	CCOc1ccc(NC(=O)CSc2ncc(-c3ccc(F)cc3)n2Cc2ccco2)cc1
26	Cc1ccc(S(=O)(=O)NC(=O)N(C)C2CCCCC2)cc1
27	C=CCNC(=O)CC1Nc2c3ccccc3nc(=S)n2C1=O (centres undefined)
28	Cc1onc(-c2c(F)cccc2Cl)c1C(=O)NC(=S)NCc1cccnc1
29	O=C(O)c1ccccc1C(c1ccc(O)cc1)c1ccc(O)cc1
30	CCOC(=O)c1ccc(N2C=C(C(=O)OC)C(c3ccc(OC)c(O)c3)C(C(=O)OC)=C2)cc1
31	O=C(NN1C(=O)C2C3C=CC(C4CC34)C2C1=O)c1cccc(Br)c1 (centres undefined)
32	O=C(NCCCN1CCOCC1)C1CCN(S(=O)(=O)c2cccc(C(F)(F)F)c2)CC1
compound no.	25	26	27	28	29	30	31	32
TAAR1 agonist	-1	3	2	1	4	0	0	-2
M4 ag	-2	1	0	1	1	0	2	1
M1 ag	-4	-3	-5	-12	-4	-3	-1	-6
CHRM1 antagonist	-10	-17	3	15	-12	-8	-7	-12
CHRM5 antagonist	-2	-12	5	10	0	-1	10	0
M5 PAM	-1	10	-3	-2	2	-5	-2	1
CHRM4 antagonist	-17	-5	2	-1	6	-12	8	-5
CHRM1 PAM	5	12	-4	-11	5	3	15	9
CHRM5 agonist	-5	2	1	-3	-4	1	2	-3

9 compounds already listed, arranged by length of the SMILES, high to low.
30	CCOC(=O)c1ccc(N2C=C(C(=O)OC)C(c3ccc(OC)c(O)c3)C(C(=O)OC)=C2)cc1
32	O=C(NCCCN1CCOCC1)C1CCN(S(=O)(=O)c2cccc(C(F)(F)F)c2)CC1
25	CCOc1ccc(NC(=O)CSc2ncc(-c3ccc(F)cc3)n2Cc2ccco2)cc1
31	O=C(NN1C(=O)C2C3C=CC(C4CC34)C2C1=O)c1cccc(Br)c1 (centres undefined)
28	Cc1onc(-c2c(F)cccc2Cl)c1C(=O)NC(=S)NCc1cccnc1
24	CCOc1ccc(NC(=O)Nc2ccc3c(c2)N(C)C(=O)CS3)cc1
29	O=C(O)c1ccccc1C(c1ccc(O)cc1)c1ccc(O)cc1
26	Cc1ccc(S(=O)(=O)NC(=O)N(C)C2CCCCC2)cc1
23	CCOC(=O)C1ON2CCCCC2C1(O)C(F)(F)F (centres undefined)
compound no.	30	32	25	31	28	24	29	26	23
TAAR1 agonist	0	-2	-1	0	1	13	4	3	4
M4 ag	0	1	-2	2	1	27	1	1	0
M1 ag	-3	-6	-4	-1	-12	5	-4	-3	-5
CHRM1 antagonist	-8	-12	-10	-7	15	19	-12	-17	6
CHRM5 antagonist	-1	0	-2	10	10	16	0	-12	-8
M5 PAM	-5	1	-1	-2	-2	-23	2	10	0
CHRM4 antagonist	-12	-5	-17	8	-1	9	6	-5	-10
CHRM1 PAM	3	9	5	15	-11	-19	5	12	3
CHRM5 agonist	1	-3	-5	2	-3	8	-4	2	-2

Next part:
33	C=CCNC(=O)c1ccc(N(Cc2ccc(Cl)cc2)S(C)(=O)=O)cc1
34	C=CCNC(C(=O)Nc1cccc(OC)c1)c1ccccc1 (centres undefined)
35	CC(=O)Nc1cccc2c1C(=O)N(c1cccc(C)c1)C2=O
36	COc1ccc(CC(=O)NC(C)c2nnc(SCC(=O)Nc3cc(C)ccc3OC)n2C)cc1 (centres undefined)
37	O=C(NCc1ccccc1)c1onc(CSc2nc3ccccc3[nH]2)c1C(=O)NCc1ccccc1
38	CCOC(=O)CCn1nnc(N)n1
39	Cc1ccc(S(=O)(=O)N/N=C\c2cc3c(cc2Br)OCO3)cc1
40	COC(=O)c1ccc(COc2ccc(/C=N/O)cc2)o1
compound no.	33	34	35	36	37	38	39	40
TAAR1 agonist	6	2	2	0	13	10	9	4
M4 ag	3	0	0	-1	1	2	2	2
M1 ag	1	-9	-2	-3	-6	0	5	-4
CHRM1 antagonist	-3	-16	2	7	15	-20	-4	-12
CHRM5 antagonist	3	-1	-5	9	-6	1	8	3
M5 PAM	10	8	-5	-3	-2	2	-5	2
CHRM4 antagonist	0	-2	4	3	2	-1	0	2
CHRM1 PAM	4	14	2	2	0	16	2	4
CHRM5 agonist	5	-4	0	-4	-1	3	0	-5

41	COC(=O)CNC(=O)C(NC(=O)OCc1ccccc1)C(C)C (centres undefined)
42	COc1ccc(OC)c(CN(CCN2CCOCC2)C(=O)Nc2cccc(Cl)c2)c1
43	COC(=O)c1cncc(O)c1
44	CC(=O)Nc1ccc2c(c1)nc(CN1CCCC1)n2C
45	CC(=O)c1sc(NC(=O)c2cc(-c3ccccc3)nn2-c2ccccc2)nc1C
46	CCOC(=O)N1CCN(C(=O)c2ccc(CS(=O)(=O)c3ccccc3OC)o2)CC1
47	COc1cccc(CC(=O)OCC(=O)NCc2ccc3c(c2)OCO3)c1
48	CN(CCOc1ccccc1)CC(O)COCc1ccccc1F (centres undefined)
compound no.	41	42	43	44	45	46	47	48
TAAR1 agonist	1	1	7	9	0	3	2	4
M4 ag	3	2	1	0	1	2	1	0
M1 ag	-2	-4	0	-5	-7	-5	0	-8
CHRM1 antagonist	-8	-7	-11	13	10	-14	-9	6
CHRM5 antagonist	6	6	-3	6	-2	3	13	9
M5 PAM	2	-2	-4	-10	-6	1	-7	2
CHRM4 antagonist	-6	-6	-9	9	-10	-10	-10	1
CHRM1 PAM	6	4	7	-6	-11	8	0	-1
CHRM5 agonist	-1	-1	-1	1	-1	-1	-1	-6

49	CCOC(=O)c1ccc(NC(=S)N2CCCC(C(=O)OCC)C2)cc1 (centres undefined)
50	CCOCC(=O)Nc1ccc([N+](=O)[O-])cc1Cl
51	CCSc1nnc(CSc2ncccn2)n1C
52	CC1(C(=O)NS(=O)(=O)c2ccccc2Cl)CCN1C(=O)Cc1ccccc1 (centres undefined)
53	CCn1c(CSc2nc3ccccc3s2)nnc1SCC(=O)c1ccc(O)cc1O
54	Cc1cccc(NC(=O)COC(=O)CN2C(=O)c3ccccc3C2=O)c1C
55	CC(C(O)C12CC3CC(CC(C3)C1)C2)N1CCCCC1 (centres undefined)
compound no.	49	50	51	52	53	54	55
TAAR1 agonist	36	3	1	1	9	10	5
M4 ag	3	0	2	0	0	3	0
M1 ag	76*	-8	-5	-3	-5	-3	-10
CHRM1 antagonist	69*	-1	-11	-10	-8	-4	59*
CHRM5 antagonist	17	8	-3	-4	-10	11	6
M5 PAM	-6	-2	10	2	7	-4	-1
CHRM4 antagonist	5	-5	-9	0	-3	-7	40*
CHRM1 PAM	-37	2	6	2	8	2	-28
CHRM5 agonist	23	-2	3	0	1	1	-11
